Source: PubChem (Sanford-Burnham Center for Chemical Genomics)
STEP block – inhibitors of human striatal-enriched phosphatase STEP. P54829. recombinant STEP, OMFP fluorogenic substrate, fluorescence. inhibition, % at 20 µM. 360,000 compounds, 0.25% hits;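 active = inhibition at 20 µM, scaled per plate between control wells, above about 37%, limit read from the data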;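 note: 0% = DMSO with enzyme and substrate and 100% = substrate only without enzyme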
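Assay system: isolated STEP enzyme / Timing: 20 min at room temperature, dark / Doses: 20 µM, 1% DMSO / Technique: fluorescence intensity, excitation 480 nm, emission 540 nm / Reagent: fluorogenic phosphatase substrate OMFP at 25 µM final / Measure: percent inhibition scaled to no-enzyme and uninhibited-enzyme controls, plate-pattern corrected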
NadD inh – inhibitors of Staphylococcus aureus NadD | purified NadD enzyme, colorimetric absorbance read-out | inhibition, % at 20 µM | 360,000 compounds, 0.78% hits | AID 602399; in the data active = inhibition above about 26%; note: some compounds past the cut are filed as inactive
Rpn11 inh – inhibitors of human proteasome Rpn11 | O00487 | human 26S proteasome, Ub4-pepOG fluorescence polarization; 20S core pre-blocked with epoxomicin | calls only at 20 µM | 360,000 compounds, 0.59% hits;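 active = inhibition at 20 µM, scaled to each plate's controls, above about 33%, limit read from the data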
Target sequence (O00487 whole entry, looked up): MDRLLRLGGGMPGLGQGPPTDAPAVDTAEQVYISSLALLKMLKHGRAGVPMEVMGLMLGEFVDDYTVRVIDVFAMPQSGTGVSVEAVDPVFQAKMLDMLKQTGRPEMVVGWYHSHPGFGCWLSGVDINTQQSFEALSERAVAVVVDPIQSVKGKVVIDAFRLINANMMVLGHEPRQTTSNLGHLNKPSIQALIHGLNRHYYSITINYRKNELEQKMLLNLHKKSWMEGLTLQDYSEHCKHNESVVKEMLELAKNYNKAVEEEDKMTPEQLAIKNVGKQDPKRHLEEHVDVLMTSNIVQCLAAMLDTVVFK
Scp1 inh – inhibitors of human Scp-1 phosphatase; Q9GZU7; Recombinant Scp1, phosphopeptide, malachite green phosphate absorbance; inhibition, % at 20 µM; 340,000 compounds, 0.88% hits; AID 493091;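 active = inhibition above about 50% at 20 µM, limit read from the data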;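 note: plate controls were DMSO wells with enzyme for no effect and wells lacking enzyme for full effect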
Target sequence (Q9GZU7 76-261 limits assumed): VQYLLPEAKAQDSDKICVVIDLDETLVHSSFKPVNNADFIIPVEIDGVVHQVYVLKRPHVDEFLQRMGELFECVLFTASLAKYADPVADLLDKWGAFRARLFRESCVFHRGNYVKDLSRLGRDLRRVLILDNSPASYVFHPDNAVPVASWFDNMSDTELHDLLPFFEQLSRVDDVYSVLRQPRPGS
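System: truncated SCP-1 phosphatase (76-261aa); medium: Tris acetate buffer pH 5.5 with MgCl2 and Tween-20; incubation: 45 min room-temperature reaction, 5 min colour, 30 min stabiliser; compound: single 20 µM dose, 1% DMSO; reagent: Phosphorylated 17-residue peptide substrate; read-out: % inhibition at 20 µM; technique: colorimetric free-phosphate detection, absorbance 630 nm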
DNMT1 block – DNMT1 (human) enzyme inhibition. P26358. DNMT1 molecular beacon, Hinp1I cleavage, fluorescence. inhibition (reported as % activation of signal), % at 10 µM. 360,000 compounds, 0.83% hits; in the data active = inhibition above about 50%
NRP1-CendR mod – alters CendR peptide binding to human NRP-1. inhibition, % at 25 µM. 360,000 compounds, 0.85% hits. AID 602438. FAM-RPARPAR peptide binding to NRP-1, fluorescence polarization. O14786;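 active = inhibition or corrected inhibition above about 18%, plus a signal ratio from 0.5 to 1.5, limit read from the data, passing the limit was not always enough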; note: strong numbers were not always called active
SKN-1 inh – blocks SKN-1 activity in C. elegans. C. elegans VP596 Pgst-4::GFP/RFP ratio, acrylamide-induced, 24 h. inhibition, % at 21.8 µM. 360,000 compounds, 0.49% hits. AID 624304;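 active = interference check ratio from 0.5 to 1.5 plus GFP to RFP signal ratio inhibition reaching or exceeding a fixed threshold, cut at about 30% in these data, passing the limit was not always enough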; note: some compounds called inactive have numbers as strong as hits
MT1-MMP act inh – inhibitors of human MT1-MMP activation; P50281; GFP/RFP ratio change, % at 20 µM; AID 651647; 360,000 compounds, 0.061% hits; HT1080 RFP-PRO-GFP cells, GFP/RFP ratio fluorescence, overnight; percent of plate control window, DMSO zero;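 active = GFP/RFP ratio change of at least 30% with cell ATP level not reduced by more than half and red fluorescence within 50% of control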; note: strong numbers were not always called active
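Material: RFP-PRO-GFP reporter HT1080 cells. Dosing: single-point 20 µM compound, 1% DMSO. Controls: DMSO and RFP-L50D-GFP cell wells. Timing: cells overnight before dosing, compound overnight, 37 °C, 5% CO2. Measure: GFP/RFP fluorescence ratio.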
LMPTP block – blocks human LMPTP phosphatase; AID 651560; 360,000 compounds, 0.22% hits; recombinant LMPTP-A, OMFP fluorogenic substrate, fluorescence intensity; inhibition, % at 20 µM; P24666;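 active = compounds that cut the enzyme signal by at least half of the control window in the single-dose screen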;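 note: plate controls were DMSO wells with enzyme plus substrate for no effect and substrate without enzyme for full effect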
Target sequence (P24666 whole entry, looked up): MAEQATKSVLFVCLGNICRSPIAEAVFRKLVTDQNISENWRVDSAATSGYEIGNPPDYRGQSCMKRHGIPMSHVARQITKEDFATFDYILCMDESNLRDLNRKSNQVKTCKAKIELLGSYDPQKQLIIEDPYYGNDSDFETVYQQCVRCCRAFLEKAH
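Test system – LMPTP-A phosphatase enzyme · Quantity – 0.625 nM LMPTP-A final · Reagent – OMFP substrate, 400 µM final · Dosing – one test concentration per compound, 20 µM, with 3% DMSO overall · Timing – 50 min enzyme reaction at room temperature, protected from light · Detection – fluorescence intensity · Controls – substrate-only low control, DMSO enzyme-plus-substrate high control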
SUMO1 PPI mod – alters human SUMO1 binding to SIM partners; 360,000 compounds, 0.33% hits; AID 602429; SUMO1 binding to a labelled peptide, TR-FRET, 1 h; inhibition, % at 20 µM; in the data active = inhibition above about 37%
Target sequence (P63165 whole entry, looked up): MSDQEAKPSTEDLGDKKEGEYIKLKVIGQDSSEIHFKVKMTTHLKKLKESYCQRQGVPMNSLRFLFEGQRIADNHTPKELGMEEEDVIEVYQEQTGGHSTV
The depositor's hits bear a star; i = inactive; nt = no result given. Rows were taken by chance; any-hit rate near 3.9%.

SMILES | STEP block | NadD inh | Rpn11 inh | Scp1 inh | DNMT1 block | NRP1-CendR mod | SKN-1 inh | MT1-MMP act inh | LMPTP block | SUMO1 PPI mod
CCCC(N)CCCCCC(=O)O (configuration not stated) | 0 | -1 | i | -11 | 1 | -3 | -9 | 4 | 0.4 | 3
COc1cc(OC)cc(C(=O)NCc2n[nH]c(=S)n2-c2ccccc2OC)c1 | -2 | 0 | i | -3 | 0 | -6 | 3 | 0 | -0.5 | -1
O=C(COc1ccc(Cl)cc1Br)Nc1cccc(S(=O)(=O)N2CCCC2)c1 | 2 | -1 | i | -5 | -7 | 21 | 3 | 7 | 3.1 | 2
O=S(=O)(NCc1ccccc1)c1cccc2nonc12 | -2 | -8 | i | -1 | 1 | 3 | -3 | 1 | -2.5 | -24
CCc1nnc(NS(=O)(=O)c2ccc(N=Cc3c(C)[nH]n(-c4cccc(Cl)c4)c3=O)cc2)s1 | 2 | 30 | i | -3 | -9 | -31 | 1 | -2 | 0.5 | 5
Cc1ccc(-c2nnn(CC(=O)N(CC(=O)NCc3ccccc3)c3cccc(C)c3C)n2)o1 | -2 | -6 | i | 4 | 13 | -3 | -2 | -1 | 3.2 | -5
CC(O)c1cccc(NC(=O)CC(c2ccccc2)c2ccccc2)c1 (configuration not stated) | 1 | 0 | i | -1 | 2 | 6 | -3 | 3 | 0.5 | -2
O=C(COc1ccc(Cl)cc1)Nc1ccc(C(=O)NCc2cccnc2)cc1 | -1 | 0 | i | 0 | 2 | -5 | -17 | 5 | -0.8 | -4
CCCc1c(NC(=O)Nc2ccc(Cl)cc2Cl)cnn1-c1ccccc1 | 1 | 4 | i | -6 | 8 | -14 | -2 | 10 | -2.5 | 18
COc1cccc(C(=O)NCCS(=O)(=O)N2CC(C)CC(C)C2)c1 (configuration not stated) | -1 | 0 | i | -3 | -2 | -17 | -10 | 3 | 0.3 | 0
CCOC(=O)c1oc2ccccc2c1CSc1nnnn1-c1ccc(OC)cc1 | -6 | -5 | i | -8 | 0 | 2 | 0 | 4 | 0.8 | -1
CC1(NC(=O)c2cccc(S(=O)(=O)N3CCN(c4ccccc4)CC3)c2)CCS(=O)(=O)C1 (configuration not stated) | 2 | 3 | i | 21 | 0 | -3 | 11 | 2 | -0.5 | -2
COc1ccc(NC(=O)C(=O)NCC(=O)Nc2cc(OC)ccc2OC)cc1 | 2 | -1 | i | -2 | 0 | 1 | 11 | -1 | 0.0 | 4
Fc1ccc(/C=N/Nc2ccccn2)cc1 | 0 | -3 | i | -1 | 4 | 12 | 8 | 0 | 0.1 | -4
COc1cc2cnc(-c3ccccc3)c(-c3ccc([N+](=O)[O-])cc3)c2cc1OC | -1 | -3 | i | 12 | -2 | 3 | 24 | 1 | 1.1 | -31
CCn1c(SCc2ccc(OC)cc2)nnc1-c1ccncc1 | 0 | 9 | i | -4 | 3 | 3 | 3 | 0 | -0.4 | -3
CS(=O)(=O)N1Cc2cc(C(=O)NCC3CC3)nc(-c3cccc(-c4cccnc4)c3)c2[C@H]1CCO | nt | 0 | nt | nt | nt | -6 | -3 | 1 | 1.1 | 0
COC(=O)C1=CO[C@@H](O[C@@H]2O[C@H](CO)[C@@H](O)[C@H](O)[C@H]2O)C2C1CC(O)O[C@H]2C (some centres not stated) | 0 | -1 | i | -6 | 6 | 1 | -30 | 1 | -1.0 | 9
COC(C[C@@H]1O[C@H]1[C@H](O)COCc1ccccc1)OC | -2 | -5 | i | -5 | 3 | 12 | 9 | 0 | -2.1 | 6
O=C(Nc1nc(-c2cccs2)c(C(=O)C(F)(F)F)s1)c1ccco1 | -1 | -2 | i | -10 | 2 | -1 | 19 | 1 | 0.7 | -11
COc1ccc(-c2oc3ccc(-c4ccc(OC)nc4)cc3c2C#CC2(O)CCCCC2)cc1 | -2 | 8 | i | 2 | -10 | -8 | 15 | 32* | 3.8 | -4
O=C(Cc1cc(=O)[nH]c(=O)[nH]1)NCc1ccccc1 | 2 | -8 | i | 1 | 5 | 7 | 5 | 0 | -1.0 | 3
O=C(COC(=O)c1cc(Cl)ccc1O)NNC(=O)c1ccccc1F | 3 | 2 | i | -13 | 1 | 0 | 1 | -7 | 0.1 | 10
CCOc1ccc(NC(=O)CN(C)C(=O)c2ccc(C)o2)cc1OCC | 1 | -3 | i | -12 | 0 | -2 | 7 | 1 | -2.0 | 0
COc1cc(Br)c(CC(=O)NNC(=O)c2ccc(F)cc2)cc1OC | -1 | -1 | i | -7 | -1 | 15 | -9 | 7 | 0.5 | -3
COc1ccc(C(C)NC(=O)C23CC4CC(CC(C4)C2)C3)cc1 (configuration not stated) | 1 | -1 | i | -6 | -3 | 1 | 16 | 5 | 0.6 | 0
Cc1[nH]c(=O)[nH]c(=O)c1S(=O)(=O)Nc1ccc(F)c([N+](=O)[O-])c1 | 2 | -1 | i | -1 | 4 | 5 | 13 | 0 | -0.9 | -20
Cc1ccc(OCC(=O)NCC(=O)Nc2ccc(F)c(F)c2F)c([N+](=O)[O-])n1 | -2 | -2 | i | -3 | 2 | -4 | 6 | 3 | -1.6 | -10
O=C1Nc2ccc(F)cc2C12OCCO2 | -2 | -2 | i | -2 | 1 | 1 | -7 | 1 | -1.1 | -1
Cc1ccc(CSc2nnc3nc(C)cc(C)n23)cc1 | -2 | -2 | i | -10 | 3 | -2 | -11 | 2 | -1.5 | 0
O=c1c2[nH]c3cccc(Cl)c3c2ncn1Cc1ccncc1 | 0 | 0 | i | -12 | 3 | 9 | -14 | -2 | 0.3 | 0
CCN(CC)C(=O)CSc1nsc(SCC(=O)N(CC)CC)c1C#N | 0 | -3 | i | -7 | 3 | 0 | -22 | 1 | -0.7 | 1
O=C(NCc1cccs1)C1CC(=O)N(C2CCCC2)C1 (configuration not stated) | -1 | 3 | i | -8 | 0 | 1 | 3 | 2 | 0.6 | 7
CCOCCCn1c(=S)[nH]c2cc(C(=O)N3CCOCC3)ccc2c1=O | 2 | -2 | i | -5 | 8 | 0 | -9 | 2 | -0.7 | 1
COCC(C)n1c(C)cc(C(=O)COC(=O)CN=C2NS(=O)(=O)c3ccccc32)c1C (configuration not stated) | -1 | -5 | i | -17 | -5 | 4 | -5 | 4 | -0.5 | 3
O=C(c1cc(=O)[nH]c2ccccc12)N1CCN(c2ccccc2)CC1 | 3 | -6 | i | 0 | 1 | 0 | -2 | 2 | -0.7 | 1
CC1CCCCC1NC(=O)COc1ccc(-n2cnnn2)cc1 (configuration not stated) | 0 | 1 | i | 0 | -2 | 1 | -21 | 3 | -0.9 | 2
O=[N+]([O-])c1cncc([N+](=O)[O-])c1Nc1cccc(O)c1 | 0 | -4 | i | -7 | -4 | 1 | 2 | 1 | 1.5 | -40
Cc1nn(CCCC(=O)NC2CCC(C)CC2)c(=O)c2nn(-c3ccccc3)c(C)c12 (configuration not stated) | -2 | 4 | i | -2 | -1 | 2 | 24 | 0 | -0.2 | 4
COc1ccc(CCNC(=O)c2cc(S(=O)(=O)N(C)C)ccc2N2CCCC2)cc1 | -2 | 1 | i | 5 | 4 | 5 | 3 | -1 | 0.9 | 4
CCC(=O)c1ccc(N2CCN(C(=O)c3cccc(F)c3)CC2)c(F)c1 | 0 | -5 | i | 9 | 0 | 3 | -4 | 2 | 1.5 | 0
Cc1nc(N2CCN(C)CC2)[nH]c(=O)c1Cc1cccc2ccccc12 | 0 | -6 | i | -4 | 1 | 0 | -4 | 1 | -4.1 | -2
O=C(Cc1ccccc1)NN=Cc1ccccc1 | 1 | 4 | i | -8 | -1 | 7 | 5 | -2 | -0.8 | -6
Cc1ccc(OCc2nc(C#N)c(NCc3ccc4c(c3)OCO4)o2)cc1 | 1 | 0 | i | -15 | 0 | 3 | -8 | 2 | 1.9 | -2
CCCn1c(N)c(N(CCOC)C(=O)CSc2cc(C)c3cccc(C)c3n2)c(=O)[nH]c1=O | -2 | 2 | i | -7 | 4 | -207 | -11 | 3 | -1.0 | -2
CCC(=O)NC(C)c1nc2ccccc2n1C (configuration not stated) | -8 | -3 | i | -5 | -2 | 8 | -1 | 1 | -1.8 | 1
Cc1ccc(C)c(OCc2cc(C(=O)NC(C)c3cnn(C)c3)no2)c1 (configuration not stated) | -1 | -5 | i | -2 | -4 | 17 | 1 | -4 | 0.6 | 5
CC(C)NS(=O)(=O)c1ccc(OCC(N)=O)c(Cl)c1 | -8 | -1 | i | -2 | 4 | 18 | 25 | 3 | -2.3 | 3
Cc1cc(NCCNC2=CC(=O)CCC2)nc2ccccc12 | -2 | 5 | i | -14 | -1 | 16 | 8 | 5 | 3.1 | 1
COc1ccccc1NC(=S)NCC1CCCO1 (configuration not stated) | 0 | -7 | i | -4 | 3 | 0 | 7 | 0 | -1.5 | -3
COc1ccc(C)cc1NCc1ccc([N+](=O)[O-])cc1 | 0 | -4 | i | -6 | 3 | -2 | 11 | -2 | -0.5 | -10
CS(=O)(=O)N(CC(=O)NCCSCc1ccccc1)c1ccc2c(c1)OCO2 | 1 | -12 | i | 5 | 2 | 0 | 4 | -4 | -0.4 | -1
CCCCOc1ccc(C(=O)NCCCC(=O)N2CCCCC2)cc1 | -1 | 0 | i | -5 | 2 | 7 | -21 | 5 | -1.6 | 1
O=C(CC1CC2CCC1C2)OCC(=O)c1c[nH]c2ccccc12 (configuration not stated) | -1 | -4 | i | -2 | -2 | -12 | 21 | 4 | 1.6 | 6
CC(C)CC(=O)NC(=S)Nc1ccccc1C(=O)Nc1ccccc1 | 3 | -4 | i | -13 | 5 | 0 | -6 | 2 | 0.0 | 1

Four of the compounds above, with values under each structure:
Values run as follows: STEP block, NadD inh, Rpn11 inh, Scp1 inh, DNMT1 block, NRP1-CendR mod, SKN-1 inh, MT1-MMP act inh, LMPTP block, SUMO1 PPI mod
COc1cccc(C(=O)NCCS(=O)(=O)N2CC(C)CC(C)C2)c1 (configuration not stated)
→ -1, 0, i, -3, -2, -17, -10, 3, 0.3, 0
CCOC(=O)c1oc2ccccc2c1CSc1nnnn1-c1ccc(OC)cc1
→ -6, -5, i, -8, 0, 2, 0, 4, 0.8, -1
CC1(NC(=O)c2cccc(S(=O)(=O)N3CCN(c4ccccc4)CC3)c2)CCS(=O)(=O)C1 (configuration not stated)
→ 2, 3, i, 21, 0, -3, 11, 2, -0.5, -2
COc1ccc(NC(=O)C(=O)NCC(=O)Nc2cc(OC)ccc2OC)cc1
→ 2, -1, i, -2, 0, 1, 11, -1, 0.0, 4
